BAZ2B block – BAZ2B (human) inhibition; Q9UIF8; AlphaScreen BAZ2B-H3K14Ac peptide displacement; Potency, µM (series often up to 114 µM), for inactives: at the top dose activity change, negative = inhibition, hits mostly inhibitors; 360,000 compounds, 4.4% hits; further: on the % scale 0 is the no-effect control and ±100 the full control effect; nearly all actives have a fitted effect of over 60% in size
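AlphaScreen displacement of biotin-H3(5-23)K14Ac peptide (50 nM final) from BAZ2B (50 nM final) in PBS pH 7.4, 0.01% Tween-20; complex preformed 30 min RT, then compounds (top 110 uM) 30 min RT, beads 20 min dark.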
Pol iota inh – blocks human DNA polymerase iota activity | Q9UNA4 | Pol iota fluorescent replication assay, 10 min | Potency, µM (highest dose often 115 µM), inactives show top-dose activity, negative = inhibition, hits mostly inhibitors | 390,000 compounds, 1% hits | AID 588590
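Pol iota at 10 nM preincubated 15 min with compounds at room temperature; reaction started with fluorescent substrate, 50 nM final. Fluorescence read kinetically at 0 and 10 min; buffer-only wells as negative control.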
POLB inh – blocks human DNA polymerase beta activity; P06746; Pol beta primer extension/strand displacement, fluorescence kinetic; Potency, µM (top dose mostly 114 µM), for inactives: at the top dose activity change, negative = inhibition, most hits filed as inhibitors; 340,000 compounds, 1.3% hits; AID 485314; further: on the % scale 0 is the no-effect control and ±100 the full control effect
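Pol beta (10 nM) and compounds were preincubated 15 min at room temperature, then 50 nM substrate (final) started primer extension/strand displacement. Reads were taken at 0 and 10 min; concentration-response data were fitted to a four-parameter Hill equation.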
POLK inh – inhibitors of human DNA polymerase kappa; Q9UBT6; purified Pol kappa, fluorescent DNA synthesis assay, 10 min; Potency, µM (titrated, usually from 107 µM), for the others: at the highest dose activity, negative = inhibition, most hits filed as inhibitors; 400,000 compounds, 0.53% hits; AID 588579; further: on the % scale 0 is the no-effect control and ±100 the full control effect
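Fluorescent qHTS in 1536-well format: enzyme (10 nM) and compound sat 15 min at room temperature before 50 nM substrate (final) was added. Signal taken at 0 and 10 min; no-enzyme buffer wells were negative controls.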
Pol eta inh – inhibitors of human DNA polymerase eta; 390,000 compounds, 1.2% hits; Q9Y253; AID 588591; Potency, µM (top dose mostly 114 µM), for inactives: at the top dose activity change, negative = inhibition, hits mostly inhibitors; recombinant Pol eta, fluorescent DNA replication assay; further: on the % scale 0 is the no-effect control and ±100 the full control effect
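Fluorescent replication assay: 50 nM final substrate added after a 15 min room-temperature compound preincubation with 10 nM enzyme. Signal taken at 0 min and again at 10 min.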
APEX1 inh – blocks human APE1 abasic DNA cleavage. P27695. recombinant APE1, TAMRA/BHQ-2 abasic DNA cleavage fluorescence. Potency, µM (highest dose often 65.8 µM), for inactives: at the highest dose activity change, negative = inhibition, hits mostly inhibitors. 350,000 compounds, 0.35% hits;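 further: plate controls were vehicle for no effect and reference inhibitor for full effect; nearly all actives have a fitted effect of over 55% in size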
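Activity was derived from the fluorescence gain between first and third kinetic reads (60 s intervals, ex 525/em 598 nm) after 50 nM THF-abasic TAMRA/BHQ-2 duplex was added to 0.75 nM APE1 preincubated 15 min with compound.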
G9a block – blocks human histone lysine methyltransferase G9a; AID 504332; Potency, µM (highest dose often 102 µM), for the others: at the highest dose activity, negative = inhibition, most hits filed as inhibitors; G9a H3K9 monomethylation, AlphaScreen, 2 h; Q96KQ7; 350,000 compounds, 8.8% hits; further: on the % scale 0 is the no-effect control and ±100 the full control effect; nearly all actives have a fitted effect of over 75% in size
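Compounds were preincubated with 20 nM G9a for 15 min, after which biotinylated H3K9 peptide (500 nM) and SAM (20 uM) started a 2 h room-temperature reaction. Monomethylated product was quantified by antibody-based AlphaScreen chemiluminescence.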
JMJD2A Tudor – blocks the human JMJD2A Tudor domain. AlphaScreen JMJD2A-Tudor / H3K4me3 peptide binding. Potency, µM (doses to about 114 µM), inactives show at the top dose activity change, negative = inhibition, most hits filed as inhibitors. 390,000 compounds, 4.4% hits. AID 504339; further: on the % scale 0 is the no-effect control and ±100 the full control effect; nearly all actives have a fitted effect of over 50% in size
BLM inh – inhibitors of human Bloom syndrome helicase BLM. Potency, µM (highest dose often 56.1 µM), inactives show top-dose activity change, negative = inhibition, most hits filed as inhibitors. recombinant BLM DNA unwinding, fluorescence dequenching. AID 2528. 350,000 compounds, 0.2% hits. P54132;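 further: plate controls were vehicle for no effect and no enzyme for full effect; nearly all actives have a fitted effect of over 35% in size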
Target sequence (P54132 whole entry, looked up): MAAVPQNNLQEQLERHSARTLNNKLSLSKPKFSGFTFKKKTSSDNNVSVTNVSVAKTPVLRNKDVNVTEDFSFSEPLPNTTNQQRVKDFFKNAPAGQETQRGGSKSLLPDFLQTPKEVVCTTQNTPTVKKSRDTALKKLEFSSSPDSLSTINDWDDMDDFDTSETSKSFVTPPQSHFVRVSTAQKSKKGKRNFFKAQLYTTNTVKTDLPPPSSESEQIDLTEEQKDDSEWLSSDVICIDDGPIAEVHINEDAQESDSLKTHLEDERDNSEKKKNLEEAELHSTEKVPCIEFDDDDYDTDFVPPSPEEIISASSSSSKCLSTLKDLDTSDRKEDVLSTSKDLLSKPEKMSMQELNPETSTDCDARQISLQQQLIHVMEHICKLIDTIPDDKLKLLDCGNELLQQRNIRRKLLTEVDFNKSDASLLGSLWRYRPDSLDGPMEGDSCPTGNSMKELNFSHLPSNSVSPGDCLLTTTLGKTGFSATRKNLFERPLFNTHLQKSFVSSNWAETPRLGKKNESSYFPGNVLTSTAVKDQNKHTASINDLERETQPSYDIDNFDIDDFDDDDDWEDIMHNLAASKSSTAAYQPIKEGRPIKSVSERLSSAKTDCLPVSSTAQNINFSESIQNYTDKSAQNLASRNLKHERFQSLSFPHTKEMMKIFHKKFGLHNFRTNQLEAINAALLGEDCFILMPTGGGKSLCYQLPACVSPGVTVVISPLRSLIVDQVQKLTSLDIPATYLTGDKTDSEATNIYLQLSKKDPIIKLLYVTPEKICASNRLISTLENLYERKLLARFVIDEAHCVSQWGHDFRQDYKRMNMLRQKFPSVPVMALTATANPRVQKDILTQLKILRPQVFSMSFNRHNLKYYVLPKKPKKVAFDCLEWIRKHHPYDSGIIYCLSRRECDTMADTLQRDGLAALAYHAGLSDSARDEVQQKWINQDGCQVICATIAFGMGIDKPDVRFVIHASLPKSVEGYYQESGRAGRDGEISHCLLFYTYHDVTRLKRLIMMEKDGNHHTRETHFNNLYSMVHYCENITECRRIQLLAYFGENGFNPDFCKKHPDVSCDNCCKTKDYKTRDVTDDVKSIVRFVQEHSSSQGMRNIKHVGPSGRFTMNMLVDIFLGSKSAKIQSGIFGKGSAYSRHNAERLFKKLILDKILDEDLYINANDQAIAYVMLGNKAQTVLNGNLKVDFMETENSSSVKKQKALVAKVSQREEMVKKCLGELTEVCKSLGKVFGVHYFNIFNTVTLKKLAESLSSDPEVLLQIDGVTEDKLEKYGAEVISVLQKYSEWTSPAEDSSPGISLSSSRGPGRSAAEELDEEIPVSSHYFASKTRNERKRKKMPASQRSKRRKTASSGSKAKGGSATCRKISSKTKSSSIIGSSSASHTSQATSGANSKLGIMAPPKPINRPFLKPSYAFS
An asterisk follows results filed as active; ? = inconclusive; nt = not tested or not shown; & = joins results of further samples; ! = repeats disagree; [ ] = another dose, or the depositor's remark. The call rests on the fitted dose curve; in most records, active means well fitted curve in the direction sought with a large enough effect; inconclusive means small, poorly fitted or top-dose-only effect, or another doubt; inactive means no such curve, though single readings can be large; an effect the other way counts as inactive or inconclusive. Potency means the concentration at half of the fitted maximal effect.

Structure	Pol eta inh	POLK inh	BAZ2B block	POLB inh	G9a block	BLM inh	JMJD2A Tudor	APEX1 inh	Pol iota inh
CC(=O)Nc1ccc(N2C(=O)CC(Sc3nccc(C)n3)C2=O)cc1 (stereo not given)	-14%	-7%	1%	1%	?	-5%	-14%	-6%	-6%
CCCc1nn2c(=O)cc(CSCC(=O)Nc3ccc(F)cc3)nc2s1	-10%	12%	-21%	14%	-6%	2%	-3%	55%[activator]	65%[activator]
Cc1ccc(C)n1CCN1CCN(C(=O)c2ccco2)CC1	-11%	5%	-7%	30%	-11%[2.33 µM]	0%	1%	-1%	-10%
Cc1cccc(C)c1OCC(=O)Nc1cccc(S(=O)(=O)N2CCCC2)c1	-15%	-4%	-29%	nt	2%	nt	-10%	-16%	18%
CCOC(=O)c1nnsc1-c1ccc(-c2snnc2C(=O)OCC)cc1	-3%	-9%	1%	3%	7%	0%	-2%	10%	-7%
CCc1ccc(C2CC(=O)NC(SCC(=O)OC(C)C)=C2C#N)cc1 (stereo not given)	-15%	7%	12%	8%	?	-6%	-12%	-5%	19%
CN(C(=O)CNC(=O)c1ccc(Br)o1)C1CCCCC1	-1%	-7%	-4%	-10%	?	0%	-11%	-14%	23%
COc1ccc(NC(=O)C2CCN(S(=O)(=O)c3c(C)noc3C)CC2)cc1Cl	-14%	-8%	5%	0%	13%[59 µM]	-3%	0%	?	21%
CCCCCN(C(=O)CCC(=O)OCC(=O)N(CC#N)c1ccccc1)c1c(N)n(CCCC)c(=O)[nH]c1=O	-13%	-14%	-4%	nt	-9%	nt	-17%	-6%	27%
O=C1CCN(Cc2ccccc2)N1	-6%	13%	4%	43%	31%[activator]	-2%	-1%	3%	25%
CC(=O)Nc1ccc(C2=NN(CC#N)C(=O)SC2)cc1	-7%	-14%	-2%	30%	48%[12.7 µM]	1%	2%	0%	21%
O=[N+]([O-])c1cccnc1N/N=C/c1ccccc1O	-12%	-8%	-21%	18%	21%	-3%	-16%	2%	58%[activator]
CCOC(=O)c1ccc(N/C=C2/CCCC(C)C2=O)cc1 (stereo not given)	-5%	-19%	-1%	3%	?	-3%	-12%	1%	2%
Cn1c(=O)n(C)c2cc(/C=N/N=C3/NC(=O)C(CC(=O)O)S3)ccc21 (stereo not given)	?	-13%	50µM*	-8%	-14%	-2%	32µM*	-2%	-1%
O=C(COc1ccc2ccc(=O)oc2c1)NCC(O)c1ccccc1 (stereo not given)	-22%	-8%	-13%	0%	47%	3%	-19%	22%	1%
CC(CNC(=O)c1cnn(-c2ccc(F)cc2)c1-n1cccc1)c1ccccc1 (stereo not given)	-15%	-21%	0%	-18%	16%[59 µM]	-7%	-17%	nt	-3%
O=C1c2ccccc2C(=O)N1CCSc1nnc(-c2ccco2)n1Cc1ccccc1	-14%	1%	-8%	25%	-14%[59 µM]	-1%	-31%	1%	26%
COc1ccccc1C(CNc1ccc(S(=O)(=O)N2CCCC2)cc1[N+](=O)[O-])N(C)C (stereo not given)	-12%	-9%	?	23%	-49%	1%	?	35%	18%
CCN(CC(=O)Nc1ccc(NC(C)=O)cc1)C(=O)c1cc([N+](=O)[O-])ccc1Sc1ccc(Cl)cc1	-26%	-11%	nt	nt	nt	nt	?	nt	16%
CCCc1nc2ccccc2c(=O)n1-c1c(C)n(C)n(-c2ccccc2)c1=O	-14%	-9%	1%	26%	6%[12.7 µM]	1%	-3%	-1%	-1%
Cc1cc(C)cc(NC(=O)c2ccc3oc(=O)c(S(=O)(=O)c4ccc(F)cc4)cc3c2)c1	0%	-9%	-14%	17%	-26%[59 µM]	-1%	-16%	nt	-1%
O=C1CC(N2CCN(c3ccccc3F)CC2)C(=O)N1c1ccc2c(c1)OCCO2 (stereo not given)	-8%	-1%	11%	3%	-18%	-1%	-17%	1%	0%
COc1cc(OC)cc(C(=O)Nc2ccc(Cn3ccnc3)cc2)c1	-6%	-4%	-28%	10%	?	2%	-21%	4%	-5%
CC(NC(=O)c1ccco1)c1nc(-c2ccccc2Cl)no1 (stereo not given)	-2%	-11%	16%	2%	-5%	0%	4%	64%[activator]	0%
CS(=O)(=O)n1nc(OC(=O)c2cc(Br)ccc2Cl)cc1N	-4%	-16%	-39%	35%	32µM*	5%	-19%	-1%	0%
C=CCSc1nc(N2CCOCC2)c2c(c1C#N)CC(C)(C)N(C)C2	-16%	12%	-20%	25%	?	2%	-4%	-3%	2%
CCC(C(=O)NC1CCCCC1)n1c(SCc2ccccc2F)nc2ccncc21 (stereo not given)	?	15%&4%	-14%&-4%	?	?	-5%&-1%	-19%&-3%	-3%	27%&24%
COC(=O)C1=C(C(=O)OC)C2C(C)=CC(C)=CN2C(C(=O)OC)=C1C(=O)OC (stereo not given)	-5%	-11%	?	12%	?	-14%	?	-1%	13%
O=C(Cc1ncc(C(F)(F)F)cc1Cl)NCc1ccco1	3%	6%	-11%	24%	7%	-2%	-12%	-4%	28%
O=C(/C=C/Nc1cccc([N+](=O)[O-])c1)c1ccco1	-1%	-10%	nt	nt	nt	nt	?	nt	15%
COc1ccc(S(=O)(=O)N2CCOCC2)cc1C(=O)Nc1ccc(N2CCCCCC2)cc1	2%	-1%	nt	nt	nt	nt	10µM*	nt	-14%
O=c1[nH]c(SCc2c(F)cccc2Cl)nc2c1CCCC2	nt	-11%	?	17%	-25%[59 µM]	-5%	-28%	nt	-1%
CCn1cc(/C=N/NC(=O)c2ccc3c(c2)OCO3)c(C)n1	8%	-12%	-1%	1%	7%[12.7 µM]	1%	-11%	0%	9%
Cc1ccc(NC(=O)NC(=O)N(C2CCCCC2)S(=O)(=O)c2ccccc2)cc1	-20%	-6%	-19%	1%	?	-7%	71µM*	8%	150%[activator]
Cc1cc(C)cc(-n2c3nc4ccccc4nc3c3c(=O)n(Cc4ccco4)cnc32)c1	?	-11%	50µM*	35µM*	?	-21%	-25%	12%	2%
C/C(=N\NC(=O)c1ccc(N(C)C)cc1)c1ccc(C)cc1C	-25%	-13%	?	5%	?	4%	-26%	2%	163%[activator]
Cc1noc(C)c1S(=O)(=O)N1CCCC(C(=O)N2CCc3ccccc3C2)C1 (stereo not given)	-17%	-10%	-6%	20%	-48%	-10%	-21%	?	50%
CN(Cc1ccccc1)C1CCN(Cc2ccccc2[N+](=O)[O-])CC1	?	-6%	20µM*	0%	18µM*	-9%	11µM*	52%[activator]	33%[activator]
CCC/C=C1/CCCOC(C(=O)NCc2ccc(C)o2)(C(F)(F)F)C1 (stereo not given)	-16%	-17%&-2%	nt	nt	nt	2%	-10%&-13%	-19%&-1%	11%&10%
CC(Sc1nc(=O)cc(N)n1CCc1ccccc1)C(=O)Nc1ccc(Cl)cc1 (stereo not given)	-20%	1%[60.1 µM]	-19%	-1%	4%[59 µM]	0%	-16%	nt	3%

Whole records, quoted from the list:
O=C1CC(N2CCN(c3ccccc3F)CC2)C(=O)N1c1ccc2c(c1)OCCO2 (stereo not given) reads Pol eta inh: -8%; POLK inh: -1%; BAZ2B block: 11%; POLB inh: 3%; G9a block: -18%; BLM inh: -1%; JMJD2A Tudor: -17%; APEX1 inh: 1%; Pol iota inh: 0%
Cc1cc(C)cc(-n2c3nc4ccccc4nc3c3c(=O)n(Cc4ccco4)cnc32)c1 reads Pol eta inh: ?; POLK inh: -11%; BAZ2B block: 50µM*; POLB inh: 35µM*; G9a block: ?; BLM inh: -21%; JMJD2A Tudor: -25%; APEX1 inh: 12%; Pol iota inh: 2%

(listing goes on)
Structure	Pol eta inh	POLK inh	BAZ2B block	POLB inh	G9a block	BLM inh	JMJD2A Tudor	APEX1 inh	Pol iota inh
COC(OC)c1ccc(C#N)c(SCc2ccccc2)n1	-12%	6%	55%[activator]	34%[activator]	nt	-3%	73%[activator]	-1%	-3%
O=C(c1ccc(-c2nc3ccccc3s2)s1)N1CCOCC1	-4%	-11%	-7%	1%	-20%	3%	-13%	3%	29%
COc1cc(OC)c(-c2c3cc(O)c(=O)cc-3oc3cc(O)c(O)cc23)cc1OC	nt	?	1.1µM*	20µM*	10µM*	-27%	1.1µM*	25µM*	nt
Cc1c(NC(=O)NCc2ccccc2)c(=O)n(-c2ccccc2)n1C	-2%	-9%	1%	-20%	3%[59 µM]	-1%	-1%	-4%	-3%
CC(C)c1ccc2c(c1)c(SC(C)(C)C)c(CC(C)(C)C(=O)O)n2Cc1ccc(Cl)cc1	25µM*	79µM*	50µM*!	32µM*	25%[59 µM]	nt	?	?	28µM*
C=C1CCN([C@@H](CC(C)C)C(=O)NCc2ccc(Cl)c(Cl)c2)S(=O)(=O)c2ccccc21	-13%	-4%	nt	nt	nt	nt	-12%	nt	6%
Cc1nc2ccc(C(=O)N3CCSCC3)cc2s1	9%	-4%	-6%	-19%	6%[59 µM]	1%	3%	1%	27%
O=C(NC(=S)NC1CCS(=O)(=O)C1)c1cccs1 (stereo not given)	-20%	-12%	6%	32%	-5%[59 µM]	0%	8%	-1%	12%
Cc1cc(Cl)ccc1OCC(=O)N1CC(C)CC(C)C1 (stereo not given)	-16%	-13%	6%	19%	4%	-9%	4%[57.1 µM]	-1%	10%
COc1ccc(CCNC(=O)c2ccc(Cn3c(=O)c4ccccc4n(Cc4ccc(F)cc4Cl)c3=O)cc2)cc1OC	-16%	5%	1%	21%	6%[59 µM]	-4%	-4%	nt	21%
COc1ccc(CCC(=O)NC(C)c2ccccc2)cc1OC (stereo not given)	?	16%	-3%	-5%	14%	-5%	-4%	59%	18%

High-throughput results as filed in PubChem.

Only part of the results is shown; the hit share may differ from the screen's.
